PKM2 activator: PKM2 (human) enzyme activation. purified PKM2, Kinase-Glo ATP luminescence, activation; response scale: 0% is enzyme alone, no compound. Potency, µM (highest dose often 57.5 µM), for the others: at the top dose activation, actives largely listed as activators. actives 0.34% (n = 260,000). AID 1631; note: potency is the fitted concentration of half-maximal effect; % is set by controls: 0 for no effect and ±100 for the full control effect; nearly all actives have a fitted effect of over 55% in size
Target sequence (P14618 whole entry, looked up): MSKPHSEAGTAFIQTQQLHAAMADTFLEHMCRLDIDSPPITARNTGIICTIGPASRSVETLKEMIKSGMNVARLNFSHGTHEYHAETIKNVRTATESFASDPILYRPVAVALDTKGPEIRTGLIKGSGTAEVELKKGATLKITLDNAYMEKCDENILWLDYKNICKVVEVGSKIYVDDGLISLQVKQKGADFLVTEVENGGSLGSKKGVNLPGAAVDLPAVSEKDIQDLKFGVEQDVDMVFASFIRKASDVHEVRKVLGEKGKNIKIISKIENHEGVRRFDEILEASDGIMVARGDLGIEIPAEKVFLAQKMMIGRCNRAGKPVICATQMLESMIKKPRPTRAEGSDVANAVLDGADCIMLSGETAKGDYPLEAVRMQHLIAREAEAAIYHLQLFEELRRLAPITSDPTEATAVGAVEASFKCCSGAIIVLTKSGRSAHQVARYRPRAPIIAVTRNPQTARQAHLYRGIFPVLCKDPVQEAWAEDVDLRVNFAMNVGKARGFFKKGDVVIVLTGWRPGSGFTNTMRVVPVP
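hPK-M2, >95% pure; 0.1 mM ADP / 0.5 mM PEP final; imidazole pH7.2 buffer w/ 7 mM MgCl2, 50 mM KCl; 1 h RT; Kinase-Glo lum. Intermediate enzyme activity for dual inhibitor/activator qHTS.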
RORg inh: inhibitors of mouse ROR gamma transcriptional activity; actives 5.4% (n = 310,000); Potency, µM (titrated, usually from 53.6 µM), without a hit: at the highest dose activity change, negative = inhibition, most hits filed as inhibitors; AID 2551; Drosophila S2 Gal4-RORgamma UAS-luciferase reporter, 20 h; P51450; note: potency is the fitted concentration of half-maximal effect; % is set by controls: 0 for no effect and ±100 for the full control effect; nearly all actives have a fitted effect of over 60% in size
Target sequence (P51450 whole entry, looked up, the tested form may be a part): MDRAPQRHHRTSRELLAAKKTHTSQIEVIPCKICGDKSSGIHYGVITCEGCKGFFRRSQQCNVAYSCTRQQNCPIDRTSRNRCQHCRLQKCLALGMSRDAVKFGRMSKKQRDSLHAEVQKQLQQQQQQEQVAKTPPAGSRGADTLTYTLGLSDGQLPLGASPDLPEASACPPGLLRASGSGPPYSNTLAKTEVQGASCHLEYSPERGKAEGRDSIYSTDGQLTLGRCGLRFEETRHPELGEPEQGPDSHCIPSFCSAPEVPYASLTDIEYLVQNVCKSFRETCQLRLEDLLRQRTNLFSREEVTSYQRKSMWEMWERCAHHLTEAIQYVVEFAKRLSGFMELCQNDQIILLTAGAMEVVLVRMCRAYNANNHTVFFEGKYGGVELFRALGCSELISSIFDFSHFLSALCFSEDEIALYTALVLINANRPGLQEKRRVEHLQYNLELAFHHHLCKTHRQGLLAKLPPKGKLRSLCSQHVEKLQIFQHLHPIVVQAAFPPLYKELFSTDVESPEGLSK
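Luciferase reporter read in Schneider cells carrying Gal4-RORγ (mouse) and UAS-Photinus luciferase; cells given compound 1 h before 700 uM copper sulfate induction, then incubated 20 h at ambient temperature.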
MBNL1-CUG inh: MBNL1-poly(CUG) RNA binding inhibition. Q9NR56. TR-FRET MBNL1-His/biotin-(CUG)12 binding, 665/545 ratio. Potency, µM (doses to about 57.5 µM), without a hit: at the highest dose activity change, negative = inhibition, actives largely listed as inhibitors. actives 0.036% (n = 280,000). AID 2675; active = well fitted inhibition curve with a large enough effect in the signal ratio, with a control signal flat, not every such curve was filed as active; inconclusive = small, poorly fitted or top-dose-only effect, or effect the other way, or a change in a side signal; inactive = no such curve, though single readings can be large or run the other way; the % refers to the signal ratio; note: potency is the fitted concentration of half-maximal effect; % is set by controls: 0 for no effect and ±100 for the full control effect
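MBNL1-His + Biotin-(CUG)12, cpd titration 92 nM–58 uM; Tb anti-His Ab 0.055 ng/ul, SA-XL665 5 nM (final); 60 min RT; ratiometric 665/545 nm, Ex 340 nm; normalized to buffer and full-complex controls.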
Mito fusion act: inhibitors of mitochondrial division or activators of mitochondrial fusion; S. cerevisiae fusion-defective mutant growth rescue, CellTiterGlo 48 h; Potency, µM (doses to about 46.1 µM), for the others: at the highest dose growth rescue (activation), hits mostly activators; actives 0.23% (n = 320,000); AID 485298;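 note: potency is the fitted concentration of half-maximal effect; % of control where 0% means no effect; nearly all actives have a fitted effect of over 45% in size; temperature-sensitive fusion mutants such as fzo1-1 at 37 °C on non-fermentable ethanol glycerol medium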
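Growth-rescue viability read-out: after 48 h at the non-permissive 37C in glycerol/ethanol YPEG, yeast mitochondrial fusion mutants are measured by CellTiterGlo luminescence; compounds (23 nl pinned per well) restoring growth score as division inhibitors or fusion activators.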
KCNH2 3.1 inh: blocks the human KCNH2 3.1 channel isoform; actives 0.95% (n = 340,000); activity change, % (tested at about 1.8 µM); AID 720553; U2OS KCNH2 3.1, thallium flux FluxOr; stronger effect = lower value;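 active = maximum activity change below -70%; inconclusive = maximum activity change from -70% to -50%; inactive = maximum activity change above -50%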;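 note: thallium influx rate constant from kinetic fluorescence after stimulation buffer; % is set by controls: 0 for no effect and ±100 for the full control effect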
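U2OS cells transduced with KCNH2 3.1 mutant virus (1.77 x 10^8 /mL, 4 h), plated overnight at 37 C, loaded 45 min with FluxOr dye plus Red40 quencher. Thallium flux rate constant from kinetic reads after stimulation buffer, normalised to controls.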
NPC1 prom act: NPC1 promoter activation; Huh7 NPC1 promoter luciferase reporter, 24 h; AID 485313; Potency, µM (doses to about 9.22 µM), for inactives: at the highest dose activation, hits mostly activators; actives 2.4% (n = 320,000);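 note: potency is the fitted concentration of half-maximal effect; % of control where 0% means no effect; nearly all actives have a fitted effect of over 60% in size; reporter is driven by a mutant NPC1 promoter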
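In 1536-well qHTS, Huh7 cells harboring an NPC1 promoter–luciferase construct received compound for 24 h; activation was quantified by luminescence following luciferase reagent addition.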
ELG1 DNA repair: blocks ELG1-dependent DNA repair in HEK293T cells; HEK293T ELG1-luciferase reporter, luminescence, 16 h; DNA damage induced by 5-fluorouridine; Potency, µM (doses to about 46.1 µM), for the others: top-dose activity change, negative = inhibition, actives largely listed as inhibitors; actives 2.3% (n = 330,000); AID 504467; note: potency is the fitted concentration of half-maximal effect; % is set by controls: 0 for no effect and ±100 for the full control effect; nearly all actives have a fitted effect of over 55% in size
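In this reporter screen, reduction of luminescence relative to DMSO vehicle indicated activity. Compounds and 5-fluorouridine were added together to 2,000 cells per well, incubated for 16 hr at 37 °C, then developed with ONE-Glo.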
FLuc modulator: counter-screen for miR-21 project: firefly luciferase inhibitors or activators | P08659 | purified FLuc, Km substrates, luminescence inhibition | Potency, µM (highest dose often 57.5 µM), without a hit: at the highest dose activity change, negative = inhibition, hits mostly inhibitors | actives 6.9% (n = 360,000) | AID 588342;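 note: potency is the fitted concentration of half-maximal effect; plate controls were vehicle for no effect and reference inhibitor for full effect; nearly all actives have a fitted effect of over 55% in size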
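Purified P. pyralis luciferase (10nM final) with 10uM D-luciferin and 10uM ATP (Km levels) in 50mM Tris acetate pH 7.5, 10mM Mg acetate, 0.01% Tween-20, 0.05% BSA; qHTS 6-point titration, ~60 µM downward; luminescence read.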
VP16 counter: counter-screen for ROR gamma inhibitors: Gal4-VP16 reporter; Drosophila S2 Gal4-VP16 UAS-luciferase, luminescence, 20 h; Potency, µM (top dose mostly 53.6 µM), for the others: at the top dose activity, negative = inhibition, usual class: inhibitors; actives 3.5% (n = 310,000); AID 2546;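 note: Gal4-VP16 expression switched on by copper sulfate through the metallothionein promoter; potency is the fitted concentration of half-maximal effect; % is set by controls: 0 for no effect and ±100 for the full control effect; nearly all actives have a fitted effect of over 50% in size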
Rab9 prom act: Rab9 promoter activation; Huh7 Rab9 promoter-luciferase reporter, luminescence, 24 h; Potency, µM (series often up to 9.22 µM), for inactives: at the highest dose activation, negative = inhibition, actives largely listed as activators; AID 485297; actives 2.8% (n = 320,000); note: potency is the fitted concentration of half-maximal effect; % of control where 0% means no effect; nearly all actives have a fitted effect of over 60% in size
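Huh7 cells stably carrying a Rab9 promoter-luciferase reporter, 1500 cells per well in OP-MEM I with 10% FBS, treated with compound 24 hours at 37C. Luciferase activity read by luminescence after 10 minutes with Amplite reagent.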
Menin MLL FP TR: displaces Texas Red mutant MLL peptide from human menin | Potency, µM (titrated, usually from 61.6 µM), inactives show at the top dose FP activity change, negative = inhibition, actives largely listed as inhibitors | O00255 | Menin + Texas Red MLL mutant peptide, fluorescence polarization | actives 0.23% (n = 270,000); active = well fitted inhibition curve with a large enough effect in the polarisation, with a control signal flat, not every such curve was filed as active; inconclusive = small, poorly fitted or top-dose-only effect, or effect the other way, or a change in a side signal; inactive = no such curve, though single readings can be large or run the other way; the % refers to the polarisation; note: potency is the fitted concentration of half-maximal effect; % of control where 0% means no effect; many of its hits are not listed in these tables
An asterisk follows results filed as active; ? = inconclusive; nt = not tested or not shown; & = joins results of further samples; [ ] = dose if it differs, or a comment. Unless noted, calls come from the whole dose curve; as a rule, active = well fitted curve in the direction sought with a large enough effect; inconclusive = small, poorly fitted or top-dose-only effect, or another doubt; inactive = no such curve, though single readings can be large; an effect the other way counts as inactive or inconclusive. Only part of the results is shown (hit frequency here may not be typical).

SMILES	PKM2 activator	RORg inh	MBNL1-CUG inh	Mito fusion act	KCNH2 3.1 inh	NPC1 prom act	ELG1 DNA repair	FLuc modulator	VP16 counter	Rab9 prom act	Menin MLL FP TR
Cc1ccccc1NC(=O)CSc1ccc2nnc(-c3ccccn3)n2n1	-9%	-30%	3%	0%	-2	2%	11%	-2%	-5%	0%	nt
Cc1ccc(S(=O)(=O)c2nc(Nc3nccs3)sc2Cl)cc1	4%	?	-3%	?	-11	-1%	?	3%	-3%	-2%	?
CCOC(=O)c1c(C)sc2c1N(C(=O)CN1CCOCC1)c1cc(Cl)ccc1S2	0%	27%	-2%	-1%	-2	0%	?	2%	5%	-2%	-18%
Cc1ccc(C)c(-c2cc(C(=O)Nc3sc(C)c(C)c3C(N)=O)c3ccccc3n2)c1	2%	16%	-3%	2%	-1	-1%	18µM*	-15%	-4%	4%	-3%
O=C(COC(=O)c1ccc2c(c1)OCCO2)NCc1ccccc1	-3%	26%	-3%	6%	10	4%	4%	-23%	25%	0%	4%
O=C(COc1ccc(S(=O)(=O)NC2CCCCC2)cc1)NC1CCCC1	2%	-3%	-5%	5%	-4	-6%	-2%	0%	-7%	-8%	-12%
COC(C[C@@H](O)C[C@H](O)COCc1ccccc1)OC	2%	-39%	5%	15%	13	-3%	15%	1%	15%	-8%	nt
O=C(NCc1ccc2c(c1)OCO2)C1CCN(S(=O)(=O)N2CCOCC2)CC1	-3%	-6%	1%	-6%	3	-2%	-1%	0%	3%	-5%	-13%
CC(C)=NOc1cc(NC(=O)CCl)cc([N+](=O)[O-])c1	1%	10µM*	31%[activator][11.5 µM]	-40%[inhibitor]	6	-23%	?	0%	7.1µM*	-14%	?
CCOC(=O)/C(C(=O)Nc1ccc(Cl)cc1Cl)=C1/NC(C)(C)Cc2ccccc21	6%	21%	0%	0%	nt	-2%	0%	3%	-10%	-3%	9%
COC(=O)c1ccc(CNC(=O)C2CCC(=O)N(Cc3cccc(F)c3)C2)cc1 (stereo unspecified)	2%	9%	-1%	2%	-1	1%	-18%	-3%	3%	-4%	nt
COc1ccc(CNCCC2(O)CC(C)N(C)CC2C)cc1OC (stereo unspecified)	-3%	1%	-5%	1%	5	-3%	-7%	6%	0%	-4%	3%
Nc1c(C(=O)NCc2ccccc2)sc2nc3c(cc12)C(=O)CCC3	-4%	-10%	?	-2%	-13	13%	12%	2%	-16%	13%	-12%
Cc1cccc(NC(=O)c2cccc(NC(=O)c3ccccc3)c2)n1	4%	5%	-1%	-2%	-2	0%	-7%	21µM*	-2%	14%	14%
CC(O)c1cccc(NC(=O)Nc2cccc(NC(=O)Nc3cccc(C(C)O)c3)c2)c1 (stereo unspecified)	nt	-2%	6%	6%	-46	0%	3%	?	-1%	-1%	43%[activator]
COc1ccc2c(c1)c1nc3n(c(=O)c1n2CC(=O)Nc1ccccc1)CCS3	nt	-12%	8%	-11%	-23	-6%	?	2%	-2%	-8%	nt
O=C(NCCc1cccc(C(F)(F)F)c1)C1CCC(=O)N(CCc2cccc(F)c2)C1 (stereo unspecified)	-4%	23%	-3%	9%	1	-4%	2%	-7%	0%	0%	-6%
CCCN(CCC)C(=O)C1CCCN1S(=O)(=O)c1cccc2nsnc12 (stereo unspecified)	2%	2%	?	2%	-13	-3%	-7%	-3%	0%	-5%	nt
CCCc1c(C(=O)N/N=C/c2cccc(OCc3ccc(F)cc3)c2)nnn1-c1nonc1N	nt	-17%	4%	-2%	5	0%	19%	3%	4%	-3%	-12%
Cc1ccc(NC(=O)C2CCN(S(C)(=O)=O)CC2)c(C)c1	2%[11.5 µM]	-22%	2%	-1%	1	-2%	0%	-2%	3%	4%	7%
COc1ccc(NC(=S)Nc2ccc(F)cc2)cc1	4%[11.5 µM]	?	-4%	-14%	9	-4%	-1%	-3%	?	3%	2%
COC(=O)CSc1nnc(CCc2nc3ccccc3[nH]2)n1C	-3%	-39%	?	0%	10	-3%	13%	3%	-10%	12%	-2%
CCOc1ccc(-c2[nH]ncc2-c2csc(C)n2)c(O)c1	-3%	?	-18%	-3%	-12	-1%	-14%	-4%	?	0%	-7%
Cc1cc(C)n(C(=O)c2ccc(C)c(S(=O)(=O)N3CCCC3)c2)n1	-1%	-16%	-4%	-1%	0	0%	-11%	3%	-7%	-5%	28%
Cc1[nH]n(-c2ccccc2)c(=O)c1N=Nc1ccc(C(N)=O)cc1	-1%	37%	?	4%	-4	0%	1%	?	-7%	0%	?
Cc1ccc(S(=O)(=O)N2CCN(C(=O)CN3CCCCC3)C2C(C)C)cc1 (stereo unspecified)	4%	-1%	0%	-1%	13	-1%	9%	1%	0%	0%	nt
Cc1nn(-c2ccccc2)c(Cl)c1/C=N/NC(=O)c1nn(C)cc1[N+](=O)[O-]	nt	22%	?	6%	-8	3%	9%	11µM*	16%	-2%	nt
CCN(CC)S(=O)(=O)c1ccc(N2CCOCC2)c(NC(=O)C2CSC3(C)CCC(=O)N23)c1 (stereo unspecified)	0%	-11%	6%	-3%	-6	-1%	8%	-1%	6%	9%	-7%
Cc1ccc(S(=O)(=O)N2CCN(CC(=O)N/N=C\c3cccnc3)CC2)cc1	-3%	?	5%	-4%	13	-2%	-1%	1%	-24%	-2%	2%
CCC1=C(OC(=O)N(CC)CC)N2C(=O)OC(=NCC3CC3)[C@]2(C)[C@H]2C1=CC[C@H]1C(=O)NC(=O)[C@H]12	0%&-9%	-1%&9%	7%	-7%	?	-3%	?	2%	-4%&-1%	-9%	-1%
Cc1nc2c(-c3ccc(F)cc3)c(C)nn2c(C)c1CCC(=O)N1CCC(Cc2ccccc2)CC1	-3%	23%	-13%	6%	-4	0%	-20%	1%	1%	0%	3%[11.7 µM]
Clc1ccc(COc2ccccc2CNCc2cccnc2)cc1	3%	0%	-3%	-1%	-19	3%	0%	0%	9%	-9%	?
CCOC(=O)c1c(NC(C)=O)sc(/C(C)=N/Nc2ccc(C(=O)O)cc2)c1C	nt	11µM*	29%	33%	10	2%	?	-1%	?	25%	?
COc1ccc(NC(=O)C2CCN(S(C)(=O)=O)CC2)cc1	-1%	-16%	-3%	-5%	-10	2%	0%	4%	-2%	1%	nt
COc1ccc(/C=N/NS(=O)(=O)c2ccccc2)cc1OS(=O)(=O)c1ccccc1	4%	17%	21%	-2%	9	-3%	-13%	2%	-4%	-1%	?
O=C(/C=C/c1c(Cl)cccc1Cl)Nc1ccncc1	7%	?	-3%	12%	-6	26%	?	3µM*	-6%	?	?
CC(C)CC1Nc2ncnc(N3CCN(c4ccccc4)CC3)c2N(Cc2ccc(Cl)cc2)C1=O (stereo unspecified)	nt	nt	nt	?	-10	-1%	0%	0%	nt	-3%	nt
O=C(Nc1nc2c(s1)CCCC2)c1ccc(N2C(=O)CCC2=O)cc1	-20%	?	1%	-7%	nt	?	?	19µM*	15%	?	nt
Cc1ccc(-n2nnnc2-c2cccnc2)cc1	1%	3%	nt	3%	-3	-6%	-8%	0%	-1%	-3%	nt
CN1CCN(C(CNS(=O)(=O)c2ccc(Br)cc2)c2ccc3c(c2)OCO3)CC1 (stereo unspecified)	nt	nt	nt	-7%	-33	-1%	24%	-2%	nt	0%	nt
COc1ccc(C(=O)Nc2ccc3ccccc3c2)cc1OC	-7%[11.5 µM]	1%	11%	1%	2	2.8µM*	?	9.5µM*	12%	?	2%
COc1ccc(/C=C2\N=C(C)OC2=O)cc1[N+](=O)[O-]	-2%	13%	nt	2%	2	0%	13%	-3%	0%	2%	nt
C=CCn1c(SCC(=O)N2CCOCC2)nc(O)c(Cc2ccccc2)c1=O	-1%	1%	-7%	0%	1	1%	0%	4%	1%	8%	1%
Cc1sc2nc(CSc3nnc(Cc4cccs4)n3C3CCCCC3)[nH]c(=O)c2c1C	-4%	19%	-12%	4%	5	-1%	?	2%	2%	1%	-7%
Cc1c(C(=O)NCC(C)(C)N2CCOCC2)oc2ccccc12	nt	nt	nt	1%	-35	-3%	28%	3%	nt	14%	nt
